Bioassay records as filed in PubChem.
FLuc modulator = firefly luciferase modulation, counter-screen for miR-21 project; 360,000 tested, 6.9% active; Potency, µM (highest dose often 57.5 µM), inactives show at the highest dose activity change, negative = inhibition, actives largely listed as inhibitors; purified FLuc, Km substrates, luminescence inhibition; P08659;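 note: potency is the fitted concentration of half-maximal effect; plate controls were vehicle for no effect and reference inhibitor for full effect; nearly all actives have a fitted effect of over 55% in size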
Target sequence (P08659 whole entry, looked up): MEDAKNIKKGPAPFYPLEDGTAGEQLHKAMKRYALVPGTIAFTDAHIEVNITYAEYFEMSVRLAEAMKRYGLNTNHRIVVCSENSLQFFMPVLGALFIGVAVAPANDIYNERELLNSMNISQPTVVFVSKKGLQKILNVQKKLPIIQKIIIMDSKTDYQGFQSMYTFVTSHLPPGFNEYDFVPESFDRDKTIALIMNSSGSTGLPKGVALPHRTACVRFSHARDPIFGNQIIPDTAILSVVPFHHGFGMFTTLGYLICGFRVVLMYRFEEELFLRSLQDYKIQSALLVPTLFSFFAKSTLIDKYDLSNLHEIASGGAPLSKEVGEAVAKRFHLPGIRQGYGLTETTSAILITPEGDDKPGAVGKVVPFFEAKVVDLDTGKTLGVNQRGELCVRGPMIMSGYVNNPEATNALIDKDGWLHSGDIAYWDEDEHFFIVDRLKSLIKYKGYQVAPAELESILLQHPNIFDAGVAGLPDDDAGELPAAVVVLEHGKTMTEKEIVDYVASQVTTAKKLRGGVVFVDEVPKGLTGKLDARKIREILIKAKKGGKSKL
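Biochemical qHTS of compounds, final roughly 60 µM downward over six points, against 10 nM purified firefly luciferase using Km concentrations of substrates (10 uM D-luciferin, 10 uM ATP) in Tris acetate pH 7.5 buffer; luminescence output.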
NPC1 prom act = activators of NPC1 promoter; 320,000 tested, 2.4% active; AID 485313; Huh7 NPC1 promoter luciferase reporter, 24 h; Potency, µM (titrated, usually from 9.22 µM), for inactives: at the top dose activation, most hits filed as activators;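 note: potency is the fitted concentration of half-maximal effect; % of control where 0% means no effect; nearly all actives have a fitted effect of over 60% in size; reporter is driven by a mutant NPC1 promoter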
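In 1536-well qHTS, Huh7 cells harboring an NPC1 promoter–luciferase construct received compound for 24 h; activation was quantified by luminescence following luciferase reagent addition.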
ELG1 genotox = induces genotoxicity in HEK293T cells with luciferase-tagged ELG1 | 330,000 tested, 1.3% active | Potency, µM (top dose mostly 46 µM), without a hit: top-dose activity change, positive = activation, usual class: activators | HEK293T ELG1-luciferase reporter, luminescence, 16 h; note: potency is the fitted concentration of half-maximal effect; % of control where 0% means no effect; nearly all actives have a fitted effect of over 60% in size
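16 hr compound incubation (37 °C, 5% CO2) of HEK293T cells carrying luciferase-tagged ELG1; luciferase then measured by ONE-Glo luminescence after 30 min at RT.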
Tb PFK block = inhibitors of T. brucei phosphofructokinase; O15648; T. brucei PFK, ADP-Glo luminescence; Potency, µM (highest dose often 57.5 µM), inactives show at the highest dose activity, negative = inhibition, actives largely listed as inhibitors; 330,000 tested, 0.17% active; AID 485367;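 note: potency is the fitted concentration of half-maximal effect; 0% = uninhibited 1x PFK enzyme wells and -100% = no-enzyme wells; nearly all actives have a fitted effect of over 60% in size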
Target sequence (O15648 whole entry, looked up): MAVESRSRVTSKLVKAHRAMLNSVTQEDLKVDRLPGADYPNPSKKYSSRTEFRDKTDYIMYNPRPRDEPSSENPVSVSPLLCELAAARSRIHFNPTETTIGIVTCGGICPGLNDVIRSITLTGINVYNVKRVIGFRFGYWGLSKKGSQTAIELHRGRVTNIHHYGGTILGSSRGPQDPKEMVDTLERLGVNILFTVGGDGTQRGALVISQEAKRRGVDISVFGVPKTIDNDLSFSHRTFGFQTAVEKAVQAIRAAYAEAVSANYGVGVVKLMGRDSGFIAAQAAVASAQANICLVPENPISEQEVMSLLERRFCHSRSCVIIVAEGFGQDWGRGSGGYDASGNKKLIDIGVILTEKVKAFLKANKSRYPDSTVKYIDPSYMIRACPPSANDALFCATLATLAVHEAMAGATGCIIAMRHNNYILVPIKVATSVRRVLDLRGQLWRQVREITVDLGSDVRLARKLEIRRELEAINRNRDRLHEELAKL
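1.25 nM PFK with 0.5 mM F6P and 0.1 mM ATP in 0.1 M TEA pH 8.0, 5 mM MgCl2, incubated 45 min at room temperature; ADP measured by ADP-Glo luminescence; compounds titrated up to 57 uM.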
FBPA coupling cs = coupling enzyme interference in Giardia aldolase counter-screen; coupling enzyme system counterscreen, AmpLite Red fluorescence; activity change, negative = inhibition, % at 58.2 µM, hits read low; 290,000 tested, 0.67% active; in the data active = activity change below about -30%; note: % is set by controls: 0 for no effect and ±100 for the full control effect
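Coupling enzymes only (glyceraldehyde-3-phosphate) + compound, at 57.5 uM final, 10 min RT; add substrate/coupling/AmpLite Red mix, 20 min RT; fluorescence ex 525/em 598 nm. Actives flag coupling-system interference.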
VP16 counter = inhibits Gal4-VP16 luciferase reporter, ROR gamma counter-screen; Drosophila S2 Gal4-VP16 UAS-luciferase, luminescence, 20 h; Potency, µM (doses to about 53.6 µM), inactives show at the highest dose activity, negative = inhibition, most hits filed as inhibitors; 310,000 tested, 3.5% active;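 note: Gal4-VP16 expression switched on by copper sulfate through the metallothionein promoter; potency is the fitted concentration of half-maximal effect; % is set by controls: 0 for no effect and ±100 for the full control effect; nearly all actives have a fitted effect of over 50% in size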
RORgamma inh = ROR gamma (mouse) transcription inhibition; P51450; Drosophila S2 Gal4-RORgamma UAS-luciferase reporter, 20 h; Potency, µM (top dose mostly 53.6 µM), inactives show at the top dose activity change, negative = inhibition, usual class: inhibitors; 310,000 tested, 5.4% active; AID 2551; note: potency is the fitted concentration of half-maximal effect; % is set by controls: 0 for no effect and ±100 for the full control effect; nearly all actives have a fitted effect of over 60% in size
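Luciferase reporter read in Schneider cells carrying Gal4-RORγ (mouse) and UAS-Photinus luciferase; cells given compound 1 h before 700 uM copper sulfate induction, then incubated 20 h at ambient temperature.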
Giardia killer = kills Giardia lamblia; activity change, % at 7.66 µM, hits read low; 340,000 tested, 0.15% active; AID 540267; Giardia lamblia trophozoite viability; in the data active = activity change below about -80%; inconclusive = between about -30% and that limit;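 note: parasites exposed to compound for two days anaerobically before the ATP read; % is set by controls: 0 for no effect and ±100 for the full control effect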
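Compounds were tested on trophozoites seeded at 100 cells/well and held 48 hrs at 37 deg C anaerobically. An ATP-based luminescent kit measured the remaining live cells.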
Rab9 prom act = activates the Rab9 promoter | Huh7 Rab9 promoter-luciferase reporter, luminescence, 24 h | Potency, µM (series often up to 9.22 µM), without a hit: top-dose activation, negative = inhibition, usual class: activators | 320,000 tested, 2.8% active | AID 485297; note: potency is the fitted concentration of half-maximal effect; % of control where 0% means no effect; nearly all actives have a fitted effect of over 60% in size
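Rab9 promoter-driven luciferase in stably transfected Huh7 cells; 1500 cells/well rested 2 h, exposed to compound in DMSO for 24 h at 37 °C, 5% CO2. Luminescence read 10 min after adding luciferase reagent at ambient temperature.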
KCNH2 3.1 block = inhibitors of human KCNH2 3.1 potassium channel isoform. U2OS KCNH2 3.1, thallium flux FluxOr; stronger effect = lower value. activity change, % (tested at about 1.8 µM). 340,000 tested, 0.95% active. AID 720553;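 active = maximum activity change below -70%; inconclusive = maximum activity change from -70% to -50%; inactive = maximum activity change above -50%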;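 note: thallium influx rate constant from kinetic fluorescence after stimulation buffer; % is set by controls: 0 for no effect and ±100 for the full control effect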
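Measured as rate of thallium-driven FluxOr signal in transduced U2OS cells carrying the 3.1 channel, read kinetically for 2 min upon stimulation; values are rate constants scaled to DMSO control wells.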
uPA surface inh = inhibitors of cell surface uPA generation. AID 540303. Potency, µM (top dose mostly 38.3 µM), for the others: at the top dose activity change, negative = inhibition, hits mostly inhibitors. 330,000 tested, 0.31% active. cell surface uPA generation assay, qHTS; active = well fitted inhibition curve with a large enough effect; inconclusive = small, poorly fitted or top-dose-only effect; inactive = no such curve, though single readings can be large or run the other way; tested in mouse RAW 264.7 cells; note: potency is the fitted concentration of half-maximal effect; % is set by controls: 0 for no effect and ±100 for the full control effect; nearly all actives have a fitted effect of over 55% in size
Numbers without * were called inactive; u = inconclusive; x = no result given; [ ] = dose if it differs, or a comment. Unless noted, calls come from the whole dose curve; as a rule, active = well fitted curve in the direction sought with a large enough effect; inconclusive = small, poorly fitted or top-dose-only effect, or another doubt; inactive = no such curve, though single readings can be large; an effect the other way counts as inactive or inconclusive.

SMILES	FLuc modulator	NPC1 prom act	ELG1 genotox	Tb PFK block	FBPA coupling cs	VP16 counter	RORgamma inh	Giardia killer	Rab9 prom act	KCNH2 3.1 block	uPA surface inh
CC(C)C(=O)NC(c1cccs1)c1cc([N+](=O)[O-])c2cccnc2c1O (centres undefined)	2%	-6%	12%	3%	-22	3.5µM*	3.2µM*	6	-25%	-2	1%
CCC(CCC(=O)Nc1ccc(S(N)(=O)=O)cc1)C(=O)O (centres undefined)	0%	-2%	-2%	-3%	-1	1%	9%	11	-5%	4	2%
CC(C)c1c(C(=O)N/N=C/c2ccc(OCc3ccc(F)cc3)cc2)nnn1-c1nonc1N	2%	-1%	14%	2%	-1	-3%	-20%	-19	-1%	-16	-12%
Cc1cc(NC(=O)Nc2ccc(F)cc2)no1	u	15%	3%	-21%	x	0%	-2%	-2	7%	2	-7%
CCc1noc(C)c1C(=O)Nc1nc(-c2ccc(F)cc2)c(C)s1	-4%	-3%	-10%	-11%	x	0%	-22%	-13	-5%	9	-6%
NC(=O)c1cccc2c1-c1ccccc1/C2=N/NC(N)=S	3%	-2%	0%	14%	2	u	u	28	-3%	-7	3%
O=C(CSc1nnc(NC(=O)c2ccccc2F)s1)NC1CC1	15µM*	u	23%	2%	1	-3%	5%	-5	u	20	-1%
O=C(O)c1ccccc1Nc1ccc([N+](=O)[O-])cc1C(=O)O	2%	-1%	-4%	16%	0	1%	-15%	3	0%	-5	6%
CCCCOC(=O)Nc1ccc(S(=O)(=O)Nc2ncccn2)cc1	-6%	0%	7%	-9%	4	0%	-9%	-18	-5%	-6	-4%
CC1CCN(S(=O)(=O)c2cccc(C(N)=O)c2)CC1	0%	-4%	1%	-5%	1	-11%	-3%	8	1%	-7	6%
Fc1ccc(C2=NOC(c3nnc(-c4ccccc4)o3)C2)cc1 (centres undefined)	-9%	0%	7%	-9%	-1	13%	41%	4	0%	11	-2%
O=C(CCC(=O)N1CCOc2ccccc21)NCCCN1CCOCC1	0%	-4%	3%	-2%	2	-7%	-13%	45[activator]	4%	18	3%
COc1ccc(CNC(=O)CCOc2ccc(C(C)(C)C)cc2)cc1	-9%	2%	-2%	0%	0	2%	10%	14	4%	x	2%
Cc1ccc(N(CC(=O)N2CCOCC2)S(C)(=O)=O)cc1	1%	-3%	0%	6%	3	-1%	-2%	-4	-6%	0	1%
O=C(CN1C(=O)CNC1=O)Nc1ccc(Cl)cc1	-1%	0%	1%	-2%	-1	-4%	0%	2	10%	2	8%
CCc1nc2ccccc2c(C(=O)Oc2cccc3cccnc23)c1C	15µM*	7%	-10%	4%	-7	4%	-16%	u	12%	3	-8%
CCC(=O)Nc1cc(=O)[nH]c2nc(-c3ccc(Cl)cc3)nn12	2%	1%	-1%	6%	3	11%	17%	-3	-2%	-13	0%
CC1CN(C(=S)SCC(=O)c2ccc(Cl)cc2)CC(C)O1 (centres undefined)	1%	-1%	2%	0%	-3	u	41%	11	0%	5	1%
O=C(NC1CCCCCC1)c1cc2c(=O)n3ccccc3nc2s1	u	u	20%	4%	0	-7%	u	-1	u	9	-1%
O=C(Nc1ccc(F)cc1)N1CCCCCC1	-19%	13%	17%	1%	0	4%	4%	-11	8%	13	1%
O=C(/C=C/c1ccc(Br)o1)NC(c1ccccc1)c1ccccc1	2%	-2%	-6%	-1%	0	0%	9%	8	-4%	-45	u
CCNC(=O)Nn1c(C)nnc1C	-1%	1%	3%	-14%	2	-9%	-7%	-3	-1%	-3	3%
CCOc1ccc(NC(=O)CCN2CCN(c3ccccc3F)CC2)cc1	3%	-2%	0%	-1%	3	-1%	-2%	-7	-3%	-13	x
CC(=O)Oc1ccc(C(=O)Nc2cccc(C(=O)c3ccc(C)c(C)c3)c2)cc1	2%	-12%	0%	2%	-5	6%	34%	4	1%	-30	u
COCCN1Cc2cccc(C(=O)NCc3ccccc3OC)c2C1=O	-2%	-4%	1%	9%	2	0%	-1%	-6	0%	4	3%
O=C(Nc1cccc(Cl)c1)Nc1ccccc1C(=O)NCc1ccco1	19µM*	3%	1%	-9%	-14	-2%	-17%	-8	7%	-34	-8%
Cc1ccc(S(=O)(=O)CCC(=O)OCc2nnc(-c3ccccc3Br)o2)cc1	-2%	0%	-1%	-15%	x	x	x	-6	1%	2	-13%
CCOC(=O)c1c(C)c(C(=O)NCC2CCCO2)c(C)n1C (centres undefined)	3%	-2%	-1%	5%	4	-1%	3%	17	-9%	-6	x
COc1ccc2ccccc2c1CNC(C)CCc1ccccc1 (centres undefined)	0%	0%	-3%	-4%	2	0%	5%	-25	-7%	-31	-9%
Cc1ccccc1C(=O)N1CCC(C(=O)Nc2ccc3c(c2)OCCO3)CC1	3%	0%	-6%	-5%	4	11%	-4%	20	-1%	-13	-3%
Cc1ccc2occ(/C=N/NC(=O)c3ccncc3)c(=O)c2c1	-8%	-2%	-25%	2%	3	3%	-42%	8	-2%	-6	4%
COc1ccc(C)cc1-n1nnnc1SCC(=O)NNC(=O)c1ccc([N+](=O)[O-])cc1	-3%	-3%	4%	-9%	5	23%	-30%	-7	-1%	3	6%
O=C(COC(=O)c1ccc(F)cc1Cl)Nc1cccc(S(=O)(=O)N2CCOCC2)c1	-14%	-1%	5%	-24%	x	x	x	-17	-2%	8	u
CCC(C)c1ccccc1N1CC(C(=O)Nc2ccc(N3CCOCC3)cc2)CC1=O (centres undefined)	x	7%	0%	7%	x	x	x	-4	-13%	13	-3%
COc1cc(C)c(Cl)cc1S(=O)(=O)n1ccnc1	-9%	-5%	3%	-2%	1	4%	-17%	-29	-4%	7	-1%
COc1ccc(/C=N/NC(=O)c2cccnc2)cc1CSc1nc2ccccc2s1	u	-20%	6%	-1%	-3	20µM*	u	-10	-17%	-8	-10%
CC(=O)Nc1c(C)cc(OCC(=O)O)cc1C	-1%	-6%	-1%	-3%	0	-4%	-3%	45[activator]	-2%	6	0%
CN(Cc1ccccc1)C(=O)CSc1nc2ccccc2c(=O)n1Cc1ccco1	0%	10%	-1%	1%	1	u	-16%	2	11%	u	-5%
CC(=O)c1ccc(-c2cccs2)s1	u	-2%	7%	1%	2	u	1%	-13	21%	-27	0%
COc1cccc(/C=C2\SC(=S)N(CCCC(=O)N3CCCCC3CCO)C2=O)c1 (centres undefined)	u	-9%	-12%	2%	x	2.8µM*	3.5µM*	10	-37%[inhibitor]	4	-55%
O=c1[nH]c(CSc2nnc(Cc3ccccc3)o2)nc2ccccc12	-4%	-6%	2%	-3%	0	-1%[10 µM]	1%	1	-4%	1	7%
CC1(c2cccc(Br)c2)NC(=O)N(CC(=O)N2CCN(C(=O)c3ccco3)CC2)C1=O (centres undefined)	15%	-7%	2%	-19%	x	x	x	-7	-5%	0	-24%
COC(=O)C1=C(N)Oc2cc(C)n(C)c(=O)c2C1c1ccc(Cl)c(Cl)c1 (centres undefined)	2%	-2%	-9%	-1%	3	0%	13%	1	-3%	-13	0%
CCOC(=O)C1CCCN(C(=O)C2CCN(S(=O)(=O)CC)CC2)C1 (centres undefined)	2%	-4%	0%	2%	-1	-4%	-4%	3	-3%	-20	-3%
Cc1ccc(/C=N\NC(=O)C2CC(=O)N(c3ccccc3)C2)o1 (centres undefined)	u	-2%	7%	11%	-2	-2%	1%	2	-6%	13	3%
CC(C)c1nnc(SCC(=O)NCc2ccco2)n1C	-1%	-3%	-1%	-6%	0	1%	-6%	24	-5%	-18	4%
NS(=O)(=O)c1ccc(CCNC(=O)CN2C(=O)NC(c3ccccc3)(c3ccccc3)C2=O)cc1	x	x	-1%	-7%	x	x	x	12	x	-6	-1%
O=C(N/N=C/c1cccnc1)c1cccs1	u	3%	6%	-1%	2	1%	-4%	-9	18%	0	0%
CN(C(=O)Cn1cc(C#N)c2ccccc21)c1ccccc1	2%	0%	-4%	0%	1	-4%	1%	-29	-5%	-7	-4%
CC1Cc2ccccc2N1C(=O)CSc1nnc(NC(=O)Cc2cccs2)s1 (centres undefined)	2%[2.3 µM]	0%	-3%	-17%	4	-2%	16%	15	0%	-3	4%
CCCn1c(SCC(=O)c2ccc3c(c2)NC(=O)CO3)nc2ccccc21	1%	3%	10%	-5%	0	u	u	1	-2%	0	-10%
O=C(CSc1nc(=O)n(CCCN2CCOCC2)c2c1CCCC2)Nc1ccc(F)cc1F	0%	2%	0%	-6%	x	x	x	6	-6%	7	0%
COc1cc(/C=C2/C(=O)NN(c3ccc(Cl)cc3)C2=O)cc(Br)c1O	27µM*	1%	-4%	1%	6	-26%	1%[1.91 µM]	1	0%	4	-1%
CCc1ccc2nc(NC(=O)CN3C(=O)NC4(CCCC4)C3=O)sc2c1	x	x	0%	1%	x	x	x	u	x	21	-10%
